proKLK7 act: proKLK7 (human) activation, primary screen | P49862 | purified proKLK7, EDANS-DABCYL substrate fluorescence; 100% is mature enzyme control, 0% vehicle | activation, % at 7 µM | 0.9% of 370,000 active | AID 652039;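 active = activation above the mean of all tested compounds plus 3 SD, computed per campaign excluding outliers beyond control limits, cut at about 13% in these data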
Target sequence (P49862 whole entry, looked up): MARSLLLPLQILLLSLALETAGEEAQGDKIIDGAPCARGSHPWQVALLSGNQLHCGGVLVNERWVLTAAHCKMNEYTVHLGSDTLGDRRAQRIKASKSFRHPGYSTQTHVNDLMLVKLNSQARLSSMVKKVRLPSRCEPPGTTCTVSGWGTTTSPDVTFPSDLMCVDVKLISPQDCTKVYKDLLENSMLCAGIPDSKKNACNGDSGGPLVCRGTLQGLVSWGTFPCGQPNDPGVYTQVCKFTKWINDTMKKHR
HGIII-sPLA2 inh: Inhibits HGIII-sPLA2 liposome hydrolysis, primary screen; Q9NZ20; QFRET BODIPY PC-A2 liposome hydrolysis, fluorescence; inhibition, % at 12.2 µM; 0.56% of 370,000 active; AID 743126;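 active = inhibition above mean plus 3 SD of compounds lying within the high and low control bounds, cut at about 19% in these data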;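 note: 0% = median of test compound wells and 100% = no enzyme DMSO wells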
Target sequence (Q9NZ20 whole entry, looked up): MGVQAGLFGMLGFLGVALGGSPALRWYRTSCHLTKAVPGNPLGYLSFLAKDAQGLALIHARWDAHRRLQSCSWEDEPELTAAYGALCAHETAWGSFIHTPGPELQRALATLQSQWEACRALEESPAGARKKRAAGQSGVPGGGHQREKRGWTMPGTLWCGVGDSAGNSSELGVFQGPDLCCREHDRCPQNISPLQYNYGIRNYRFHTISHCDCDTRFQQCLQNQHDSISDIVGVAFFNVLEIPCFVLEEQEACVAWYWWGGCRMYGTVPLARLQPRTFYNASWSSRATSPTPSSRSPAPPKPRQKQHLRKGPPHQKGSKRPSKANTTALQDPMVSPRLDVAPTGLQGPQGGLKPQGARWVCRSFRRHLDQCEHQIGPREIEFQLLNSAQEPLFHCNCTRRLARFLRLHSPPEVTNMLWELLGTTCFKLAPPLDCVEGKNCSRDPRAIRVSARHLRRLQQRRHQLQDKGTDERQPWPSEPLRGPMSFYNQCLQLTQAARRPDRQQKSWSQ
GC-A act: GC-A (human) enzyme activation. AID 1671463. activation, % at 10 µM. HEK293 GC-A cells, cGMP TR-FRET, EC30 ANP; 0% at EC30 ANP, 100% saturating ANP. 0.14% of 370,000 active; in the data active = activation above about 40%
NPR2 activator: GC-B (human) receptor activation; P20594; HEK293-GC-B cells, CNP EC30, cGMP TR-FRET; 0% at EC30 CNP, 100% saturating CNP; 0.11% of 370,000 active; activation, % at 10 µM;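 active = activation at 10 µM reaching about 35% in either raw or pattern-adjusted values, limit read from the data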
ADAM10 inh: inhibits human ADAM10. 0.62% of 370,000 active. O14672. recombinant ADAM10, EDANS/DABCYL FRET peptide cleavage, 3 h. inhibition, % at 7 µM;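 active = inhibition above a per-campaign cutoff equal to the mean of compounds falling between control-based bounds plus 3 SD, cut at about 20% in these data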;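 note: 0% = DMSO wells while the 100% control is not disclosed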
ARFGAP1 inhibitor: inhibits rat ARF GTPase activating protein 1 | 0.26% of 360,000 active | inhibition, % at 16.5 µM | Arfgap1-stimulated ARF1 GTP hydrolysis, GDP FP detection;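 active = inhibition above a per-plate limit, mean inhibition of low control wells plus 3 SD, cut at about 25% in these data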;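 note: 0% = DMSO wells with enzyme and 100% = wells lacking Arfgap1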
Target sequence (Q62848 1-136 limits assumed): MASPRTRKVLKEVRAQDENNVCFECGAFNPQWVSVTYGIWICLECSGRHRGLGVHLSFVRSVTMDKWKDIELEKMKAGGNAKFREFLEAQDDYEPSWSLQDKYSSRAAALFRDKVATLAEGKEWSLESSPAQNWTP
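Assay system: Rat Arfgap1 GAP domain (His6, aa 1-136), purified enzyme | Buffer or medium: HEPES 25 mM pH 7.5, NaCl 150 mM, MgCl2, DTT | Schedule: GTP hydrolysis reaction 2 h at 25 °C | Signal: FP of antibody-bound GDP Alexa 633 tracer, ex 620/em 688 nm | Measure: Percent inhibition of Arfgap1-stimulated GTP hydrolysis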
FXN GAA850 act: increases GAA850 frataxin promoter reporter activity; HEK293 lucGAA850 FXN promoter luciferase reporter, 24 h; percent of 10 µM SAHA response; activation, % at 6 µM; 0.56% of 360,000 active; AID 540364;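 active = activation above the average of all compounds screened plus 3 SD, cutoff fixed separately per campaign, cut at about 7.5% in these data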;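 note: 0% = DMSO wells and 100% = 10 µM SAHA wells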
rCAG RNA binder: molecules binding r(CAG) RNA repeats; r(CAG) RNA repeat, TO-PRO-1 dye displacement fluorescence; inhibition, % at 3 µM; 1.3% of 370,000 active;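 active = inhibition above the plate cutoff, the mean of all test compounds on that plate plus 3 SD, cut at about 35% in these data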;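 note: 0% = DMSO alone and 100% = 100 µM mitoxantrone as full dye displacement; higher means more dye released from RNA so lower well fluorescence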
ASAP1 GAP inh: inhibitors of human ASAP1 ArfGAP activity; Q9ULH1; ASAP1-stimulated ARF1 GTP hydrolysis, GDP FP detection; inhibition, % at 16.5 µM; 0.19% of 360,000 active; AID 624377; in the data active = inhibition above about 25%;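 note: 0% = vehicle with enzyme and substrate and 100% = no enzyme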
Tn6 DDE FP: inhibitors of Tn6 peptide binding to human fibrin DD(E); P02675; Fibrin DD(E) TRITC-Tn6 fluorescence polarization displacement; inhibition, % at 8.3 µM; AID 720509; 0.21% of 370,000 active;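 active = inhibition above a per-campaign cutoff: mean of compounds within control limits plus 3 SD, cut at about 15% in these data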;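 note: 0% = median of all compound wells on the plate and 100% = blocking peptide control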
Active calls of the source: *; x = no result given.

SMILES | proKLK7 act | HGIII-sPLA2 inh | GC-A act | NPR2 activator | ADAM10 inh | ARFGAP1 inhibitor | FXN GAA850 act | rCAG RNA binder | ASAP1 GAP inh | Tn6 DDE FP
O=C(N/N=C/c1c(O)ccc2ccccc12)c1ccc(Br)o1 | -2.2 | 19* | -2 | -4 | -5 | -1 | -7.0 | 9 | 8 | -3
O=C(NC(=S)N(Cc1ccccc1)c1ccccn1)C1CCCCC1 | -0.5 | 24* | 1 | 0 | -17 | 14 | 0.9 | -4 | 5 | -1
CCOc1ccc2[nH]c3nc(SCC(=O)NCC4CCCO4)nnc3c2c1 (stereo not given) | 0.5 | -1 | -4 | -5 | 1 | -3 | 0.3 | 3 | 7 | 5
O=C(Nc1nc2ccccc2[nH]1)NC1CCCCC1 | -0.4 | 1 | 0 | 2 | 7 | -2 | 3.0 | 7 | -10 | -4
CCn1c(SCC(=O)NC2CCCC2)nnc1-c1ccccn1 | -0.5 | 0 | -2 | 0 | -2 | 3 | 1.8 | -3 | -4 | 6
COCCC(=O)N1CCc2ccc(NC(=O)c3ccc(C(F)(F)F)cc3)cc2C1 | 1.1 | -1 | 4 | 2 | 10 | 3 | -1.0 | -5 | 5 | -7
O=C([C@H]1O[C@@H](n2ccc(=O)[nH]c2=O)[C@H](O)[C@@H]1O)N1CCN(c2ccc(Cl)cn2)CC1 | 1.6 | -4 | -1 | -6 | -84 | 2 | x | 3 | -1 | 1
CSCCC(NC(=O)c1ccc(Cl)cc1)C(=O)O (stereo not given) | 0.3 | -3 | 7 | 1 | -3 | -4 | 2.2 | 1 | 2 | 6
COc1cc(N=c2oc3c(C)ncc(CO)c3cc2C(N)=O)cc(OC)c1OC | -5.0 | 8 | 2 | -5 | -44 | 12 | 1.0 | -7 | -16 | -2
O=C(O)CCSCc1ccccc1F | 0.6 | 3 | x | x | 6 | -2 | -0.3 | 2 | -5 | 10
CCN(CC)C(=O)CSc1nc(O)c(Cc2ccccc2)c(=O)n1-c1ccccc1 | -0.1 | 5 | 3 | -1 | 5 | -2 | -0.7 | 6 | 10 | 9
Oc1ccccc1/C=N/Nc1cccc2cccnc12 | 1.1 | -3 | 8 | -5 | -14 | -11 | 6.5 | 5 | 7 | 11
O=C1/C(=C/c2ccccc2F)SC(=S)N1CCC(=O)N1CCCCC1CCO (stereo not given) | 0.1 | -17 | 0 | -2 | -6 | 6 | -3.2 | 5 | 5 | -2
O=C1c2ccccc2C(c2nnnn2Cc2ccccc2)N1CCOc1ccccc1 (stereo not given) | -0.7 | -3 | -6 | -3 | -1 | 1 | x | 1 | 12 | 9
COc1cc(OC)c(OC)cc1CNC(=O)c1ccc(COc2ccccc2)cc1 | 0.2 | -4 | 6 | 3 | 1 | 5 | -1.3 | 0 | 0 | 0
COC(CNC(=O)c1c[nH]c2ccc(S(=O)(=O)N3CCOCC3)cc2c1=O)OC | -12 | -3 | 0 | 1 | -142 | -7 | 0.2 | 3 | -8 | -2
C=CCN1CCN(C(c2ccccc2OC)c2nnnn2C(C)(C)C)CC1 (stereo not given) | 0.6 | 4 | -1 | 1 | 3 | -6 | 1.1 | -6 | 5 | 10
Cn1cc(C(=O)NCN2CCCCC2)c2ccccc21 | 0.1 | 5 | 2 | 2 | -3 | 6 | -1.5 | 6 | 12 | -5
Cc1c(C(=O)Oc2cccc3cccnc23)cccc1[N+](=O)[O-] | -0.2 | 2 | -1 | -7 | -6 | -1 | 0.4 | 0 | 1 | -5
Cc1ccc2nc(C)c(C(=O)N/N=C/c3cccs3)cc2c1 | 0.9 | -6 | 3 | -4 | 3 | -9 | 0.3 | 4 | -16 | -2
O=C1OC(Nc2nc3ccccc3s2)c2ccccc21 (stereo not given) | 0.3 | 4 | 2 | 1 | 12 | 10 | 0.4 | 4 | -1 | 2
Cc1c(C(=O)NCCN2CCOCC2)oc2ccc(S(=O)(=O)N3CCCCCC3)cc12 | -0.5 | 5 | 4 | 2 | -14 | 4 | 3.0 | -7 | 7 | -6
CCOC(=O)N1CCN(C(=O)c2ccccc2NC(=O)COc2ccccc2)CC1 | 0.0 | -2 | -1 | 0 | 2 | 16 | -0.6 | -9 | 7 | 6
COc1cccc(CCNC(=O)COc2cccc3c2OC(C)(C)C3)c1 | -0.5 | -1 | -1 | -3 | 4 | 12 | 0.7 | -10 | -3 | -2
O=C(c1ccccc1)n1nnc2ccccc21 | 0.1 | 0 | 8 | 4 | 2 | 6 | 0.7 | 1 | -7 | -1

In the list so far, 4 contain an NH in an aromatic ring.
SMILES | proKLK7 act | HGIII-sPLA2 inh | GC-A act | NPR2 activator | ADAM10 inh | ARFGAP1 inhibitor | FXN GAA850 act | rCAG RNA binder | ASAP1 GAP inh | Tn6 DDE FP
CCOc1ccc2[nH]c3nc(SCC(=O)NCC4CCCO4)nnc3c2c1 (stereo not given) | 0.5 | -1 | -4 | -5 | 1 | -3 | 0.3 | 3 | 7 | 5
O=C(Nc1nc2ccccc2[nH]1)NC1CCCCC1 | -0.4 | 1 | 0 | 2 | 7 | -2 | 3.0 | 7 | -10 | -4
O=C([C@H]1O[C@@H](n2ccc(=O)[nH]c2=O)[C@H](O)[C@@H]1O)N1CCN(c2ccc(Cl)cn2)CC1 | 1.6 | -4 | -1 | -6 | -84 | 2 | x | 3 | -1 | 1
COC(CNC(=O)c1c[nH]c2ccc(S(=O)(=O)N3CCOCC3)cc2c1=O)OC | -12 | -3 | 0 | 1 | -142 | -7 | 0.2 | 3 | -8 | -2

Following part
SMILES | proKLK7 act | HGIII-sPLA2 inh | GC-A act | NPR2 activator | ADAM10 inh | ARFGAP1 inhibitor | FXN GAA850 act | rCAG RNA binder | ASAP1 GAP inh | Tn6 DDE FP
C[C@H](NC(=O)c1ccc(Cl)c(S(=O)(=O)N2CCOCC2)c1)c1nc2ccccc2[nH]1 | 0.6 | 11 | -2 | 3 | -13 | -5 | -0.6 | 4 | -12 | 1
O=C(COc1ccc(F)cc1)NCCCn1ccnc1 | -0.4 | 2 | -4 | 2 | 19 | -1 | 0.6 | 4 | 0 | -7
CCc1ccc(N2CC(C(=O)Nc3cc(C)ccc3F)CC2=O)cc1 (stereo not given) | 0.1 | -3 | 6 | -4 | -2 | 4 | -0.8 | -4 | -6 | 2
Clc1ccc(-n2c(SC/C=C/c3ccccc3)nnc2-c2cccnc2)cc1 | -0.2 | -32 | -22 | -20 | 19 | -2 | -3.2 | 3 | -16 | -11
COCc1[nH]nc2c1C(c1c(F)cccc1Cl)C(C#N)=C(N)O2 (stereo not given) | -0.7 | 1 | -5 | -5 | -7 | 0 | -0.3 | -6 | 1 | 5
N#Cc1ccc(OCc2noc(-c3ccsc3)n2)cc1 | 0.5 | 3 | -10 | 6 | 10 | -2 | 3.4 | -3 | -2 | -1
CCN(CCCNC(=O)CCn1c(=O)[nH]c2ccsc2c1=O)c1ccccc1 | -0.2 | 1 | -5 | -7 | -5 | -4 | -0.3 | -2 | 4 | -2
CC(C)(C)NC(=O)C(c1cc2ccccc2o1)n1c(=O)c(-c2cc3ccccc3[nH]2)nc2ccccc21 (stereo not given) | -108 | -10 | 6 | 2 | -255 | 8 | x | 18 | 16 | 2
Cc1onc(-c2c(F)cccc2Cl)c1C(=O)NCc1ccc(F)cc1 | -0.1 | 2 | 4 | 0 | -4 | -7 | 0.8 | -2 | -6 | 2
Cc1cc(C)c(C)c(S(=O)(=O)N2CCC(C(=O)NCc3cccs3)CC2)c1C | -0.1 | -22 | -11 | -4 | 13 | -6 | -1.9 | 4 | 5 | 2
CN(C)CCCNc1nc2cc(-c3cncnc3)sc2c(=O)n1C | 0.6 | -4 | 5 | -6 | -29 | 3 | 1.4 | 2 | 0 | -8
C=CCn1c(Cc2cccs2)nnc1SCC(=O)NCc1ccco1 | -0.2 | 4 | 3 | -4 | -6 | 7 | -1.6 | 7 | 1 | 1
Cc1ccccc1C(=O)N(C)[C@H]1C[C@H]2c3[nH]c4c(-c5ccccc5)cccc4c3CCN2C(=O)[C@H]1[C@H](C)O | 1.6 | -17 | -6 | -7 | -28 | -2 | x | 7 | -6 | 0
CCN(CC)C(=O)c1ccc(N)cc1 | -0.8 | 5 | 2 | -1 | -1 | -1 | 2.2 | 0 | 7 | -6
FCCCOc1ccc(CN2CCN(c3ccccc3F)CC2)cc1 | -0.7 | -2 | 6 | 3 | 0 | -9 | -0.4 | -8 | -10 | 8
Cc1cc(N2CCCC2)nc(SCC(=O)c2ccccc2)n1 | 0.3 | -31 | 0 | 3 | -15 | 3 | 4.6 | -1 | 2 | 5
Cc1onc(-c2ccccc2)c1C(=O)Nc1ccc(NC(=O)c2c(-c3ccccc3)noc2C)cc1 | -0.2 | 7 | -2 | 4 | -7 | 14 | 0.0 | 1 | -14 | -9
O=C(O)c1ccc(-c2noc(-c3ccccc3F)n2)cc1 | -0.2 | -3 | 0 | 3 | 1 | -15 | 1.3 | 4 | -4 | -2
CCCC(C)C(=O)Nc1nc(C)c(-c2csc(Nc3cc(OC)ccc3OC)n2)s1 (stereo not given) | -1.3 | 0 | -4 | -1 | 9 | 6 | -1.5 | 29 | -7 | 1
CCN(Cc1nc2cc(Cl)ccc2c(=O)[nH]1)C(=O)c1cc2c(s1)CCCCC2 | -0.6 | 17 | 2 | 2 | -7 | 3 | 0.7 | 3 | -11 | -4
O=C(NCCN1CCCC1)c1ccc2c(c1)N(Cc1ccc(F)cc1)C(=O)c1ccccc1S2=O (stereo not given) | 0.2 | -5 | 2 | -1 | 3 | 8 | -6.5 | 7 | 12 | -6
CCOC(=O)NNC(=S)Nc1c(C)n(C)n(-c2ccccc2)c1=O | -1.1 | 10 | 10 | 5 | -8 | -2 | 1.5 | -4 | 3 | 4
CCCCNC(=O)C[C@@H]1C(=O)N2CCCC3=C2[C@@]1(C(=O)OCC)CCC3 | 0.7 | 6 | 0 | 3 | -1 | x | x | -1 | x | 0
O=C(NCCCN1CCOCC1)c1ccc(S(=O)(=O)N2CCOCC2)cc1 | 0.5 | -3 | 3 | 6 | -27 | -5 | 1.9 | 1 | -4 | -2
CCCCCCN1C[C@H](n2cc(C3CC3)nn2)[C@@H](O)C[C@@H]1c1ccc(OC)cc1 | 0.2 | -14 | -10 | -11 | -2 | -18 | -0.3 | 0 | 4 | 2

Entries of single compounds, looked up by structure. Screens in order: proKLK7 act, HGIII-sPLA2 inh, GC-A act, NPR2 activator, ADAM10 inh, ARFGAP1 inhibitor, FXN GAA850 act, rCAG RNA binder, ASAP1 GAP inh, Tn6 DDE FP
`CCN(CCCNC(=O)CCn1c(=O)[nH]c2ccsc2c1=O)c1ccccc1` as listed: -0.2, 1, -5, -7, -5, -4, -0.3, -2, 4, -2
`O=C(O)c1ccc(-c2noc(-c3ccccc3F)n2)cc1` as listed: -0.2, -3, 0, 3, 1, -15, 1.3, 4, -4, -2
`Clc1ccc(-n2c(SC/C=C/c3ccccc3)nnc2-c2cccnc2)cc1` as listed: -0.2, -32, -22, -20, 19, -2, -3.2, 3, -16, -11
`COCc1[nH]nc2c1C(c1c(F)cccc1Cl)C(C#N)=C(N)O2` (stereo not given) as listed: -0.7, 1, -5, -5, -7, 0, -0.3, -6, 1, 5

Screening data as filed in PubChem BioAssay.
